STK33 inh: inhibitors of human STK33 kinase; inhibition, % at 10 µM; 320,000 tested, 0.073% active; AID 2661; purified STK33, MBP phosphorylation, ADP-Glo luminescence; Q9BYT3;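 active = inhibition at or above 25%, using the most active replicate where run in duplicate; inactive = inhibition below 25%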
Target sequence (Q9BYT3 whole entry, looked up): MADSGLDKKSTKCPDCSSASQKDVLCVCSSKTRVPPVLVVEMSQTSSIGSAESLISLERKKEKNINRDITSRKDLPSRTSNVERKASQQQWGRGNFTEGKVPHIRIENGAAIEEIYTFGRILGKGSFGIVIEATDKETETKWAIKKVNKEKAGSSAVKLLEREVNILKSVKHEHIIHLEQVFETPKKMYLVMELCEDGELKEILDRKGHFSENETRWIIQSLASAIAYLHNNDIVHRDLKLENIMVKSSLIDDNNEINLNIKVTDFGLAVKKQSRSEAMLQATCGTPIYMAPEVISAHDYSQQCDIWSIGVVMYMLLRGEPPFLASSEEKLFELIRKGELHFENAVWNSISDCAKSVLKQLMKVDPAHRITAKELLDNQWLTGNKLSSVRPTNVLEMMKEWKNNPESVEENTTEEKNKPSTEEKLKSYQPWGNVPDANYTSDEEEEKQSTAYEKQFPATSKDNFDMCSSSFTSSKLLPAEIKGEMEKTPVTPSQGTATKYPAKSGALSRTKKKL
CHT allo act: allosterically activates the human high affinity choline transporter; Q9GZV3; CHT-expressing cells, membrane potential dye, choline EC20; active compounds read high; LV-AA mutant CHT in HEK293 cells; B-score at 10 µM; 310,000 tested, 0.49% active; AID 488977;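 active = initial fluorescence not abnormally high and integrated response B-score, plate-corrected, over 3 SD above library mean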
CHT block: human CHT choline transport inhibition. CHT-expressing cells, membrane potential dye, choline response; active compounds read low. B-score at 10 µM. 310,000 tested, 0.86% active;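 active = B-score over 3 SD under the library average, and starting fluorescence ratio not unusually high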;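 also: choline stimulus applied at its EC90 after an EC20 pre-addition; B-score computed on integrated fluorescence ratio after choline addition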
An asterisk follows results filed as active; i = inactive; nt = not tested or not shown.

No.	structure	STK33 inh	CHT allo act	CHT block
1	CCc1ccc(CNC(=O)C2CCN(S(=O)(=O)N3CCC(C)CC3)CC2)cc1	0.2	i	i
2	O=C1CN(C(=O)CNCc2ccccc2Cl)c2ccccc2N1	0.5	i	i
3	C/C(=N\NC(=O)CSCc1ccccc1Cl)c1cccc(NC(=O)c2ccccc2)c1	0.0	i	i
4	Cc1cccc(N/C(N)=N/c2nc(C(F)(F)F)cc(C(F)(F)F)n2)c1	-0.3	i	i
5	Cc1cc(C)n2nc(SCC(=O)N/N=C/c3ccc(F)cc3)nc2n1	0.2	i	i
6	Cc1cccc(-[n+]2c(C)cc(C)c3c(=O)[nH]c(=O)[nH]c32)c1	nt	i	i
7	COc1cccc(N2CCN(C(=O)CCNS(=O)(=O)c3ccc4c(c3)c(=O)n(C)c(=O)n4C)CC2)c1	-0.6	i	i
8	CC(=O)N1N=C(c2ccccc2OC(=O)/C=C/c2ccccc2)CC1c1ccccc1 (stereo not given)	-1.9	i	i
9	CCOc1cc(S(=O)(=O)Nc2ccccc2CC)ccc1Cl	-0.7	i	i
10	Cc1ccc(CN2C(=O)CSC2c2cccnc2)cc1 (stereo not given)	0.1	i	i
11	Cc1ccc(C)c(Nc2nc(-c3ccncc3)nc3ccccc23)c1	0.4	i	i
12	N#Cc1ccc(NC(=O)c2cc(S(=O)(=O)N3CCOCC3)ccc2N2CCCC2)cc1	-1.2	i	i
13	COc1ccc(NC(=O)Cn2nnc3ccccc32)c([N+](=O)[O-])c1	-1.0	i	i
14	COc1ccc(CCNC(=O)CCCc2ccccc2)cc1	0.0	i	i
15	CC(C)CCC(CCNCc1ccccn1)c1ccc(Cl)cc1 (stereo not given)	8.3	i	i
16	Cc1cc(NC(=O)c2ccc3c(c2)C(=O)N(Cc2ccccc2)C3=O)no1	-0.5	i	i
17	O=C(CSc1nc(=O)n(CCCN2CCOCC2)c2c1CCC2)Nc1ccc(F)cc1	-0.3	i	i
18	O=C1CCCN1c1ccc(S(=O)(=O)N2CCCCC2)cc1[N+](=O)[O-]	-2.4	i	i
19	COc1ccc(S(=O)(=O)NCCSc2ccc(C)cc2)cc1OC	-0.5	i	i
20	COc1ccc(CN(C)C(=O)C23CC4CC(CC(Cl)(C4)C2)C3)c(OC)c1OC	0.0	i	i

Compound profiles, as listed above. Values in the order: STK33 inh	CHT allo act	CHT block
Entry for `Cc1cc(C)n2nc(SCC(=O)N/N=C/c3ccc(F)cc3)nc2n1` = 0.2	i	i
Entry for `COc1ccc(CN(C)C(=O)C23CC4CC(CC(Cl)(C4)C2)C3)c(OC)c1OC` = 0.0	i	i
Entry for `Cc1cc(NC(=O)c2ccc3c(c2)C(=O)N(Cc2ccccc2)C3=O)no1` = -0.5	i	i
Entry for `C/C(=N\NC(=O)CSCc1ccccc1Cl)c1cccc(NC(=O)c2ccccc2)c1` = 0.0	i	i
Entry for `O=C1CN(C(=O)CNCc2ccccc2Cl)c2ccccc2N1` = 0.5	i	i

(listing goes on)
No.	structure	STK33 inh	CHT allo act	CHT block
21	CCOc1ccc2nc(NC3=NC(C)(C)C=C(C)N3)nc(C)c2c1	0.0	i	i
22	O=C(N/N=C/C(Br)=C/c1ccccc1)c1ccc([N+](=O)[O-])cc1	0.7	i	i
23	C=CCCCCCCCCC(=O)N1CCN(c2cc3c(cc2F)c(=O)c(C(=O)O)cn3CC)CC1	-1.4	i	i
24	C[C@@H]1CC=C[C@H]2[C@H]1C(=O)N(Cc1ccccc1)[C@H]2c1ccc(-c2ccoc2)cc1F	0.6	i	i
25	CCOC(=O)c1c(NC(=O)c2ccn(CC)n2)sc2c1CCC2	1.3	i	i
26	COc1cccc(C(C2C(=O)CC(C)(C)CC2=O)C2C(=O)CC(C)(C)CC2=O)c1	-0.3	i	i
27	CN(C)c1nc(N(C)C)n(C(=O)c2cccs2)n1	-1.0	i	i
28	O=C(COC(=O)C1CCC1)Nc1ccc(OC(F)F)cc1	-2.7	i	i
29	CCCOC1CCCN(C(=O)CCc2nnc(Cc3cccc(C)c3)o2)C1 (stereo not given)	0.0	i	i
30	COCCCNCCCOc1ccc(C)cc1Br	0.5	i	i
31	COc1ccc(C2CC(=O)c3c(C)nc(N4CCN(Cc5ccccc5)CC4)nc3C2)cc1OC (stereo not given)	-0.1	i	i
32	O=[N+]([O-])c1cccc(-c2nc(-c3ccccc3)no2)c1	-1.8	i	i
33	COc1ccc(C(=O)N(Cc2ccccc2)c2cccc(C)c2)cc1S(=O)(=O)N1CCOCC1	-0.8	i	i
34	O=C(NC1CCCCCC1)c1cccnc1Sc1ccccc1	-0.9	i	i
35	COc1ccc(N/C=C(\C#N)c2nc3ccccc3n2C)c(OC)c1	-1.3	i	i
36	O=C1Nc2cc3c(cc2C1=O)sc1ccccc13	0.1	i	i
37	CN(Cc1ccccc1)C(=O)c1ccc(Cl)c([N+](=O)[O-])c1	1.6	i	i
38	NC(=O)C1CCN(CC(=O)NCc2ccccc2)CC1	-0.8	i	i
39	CC12CN3CC(C)(CN(C1)C3c1ccc([N+](=O)[O-])o1)C2 (stereo not given)	-2.1	i	i
40	Cc1cc(NC(=O)C2CC(=O)N(c3ccccc3C)C2)no1 (stereo not given)	-1.7	i	i
41	Cc1ccc(C(=O)n2nnc3ccccc32)cc1[N+](=O)[O-]	-0.4	i	i
42	Cc1ccc(NC(=S)N2CC(C)OC(C)C2)cc1C (stereo not given)	-1.5	i	i
43	CCCC[n+]1ccn(-c2nc3c([N+](=O)[O-])cccc3n2C)c1	-11.0	i	i
44	NCCCC[C@@H](C(=O)N1CCNCC1)n1cc([C@@H](N)CO)nn1	-0.1	i	i
45	Cc1nc(NC(=O)C2CC2)sc1C(=O)Nc1cccc(Cl)c1	0.4	i	i
46	CCCCN(C(=O)c1cc(-c2ccco2)nc2ccccc12)c1c(N)n(CCCC)c(=O)[nH]c1=O	0.1	i	i
47	Cc1ccc2c(c1)N(C(=O)CCC(=O)NCCCN1CCN(C)CC1)CCO2	-1.4	i	i
48	Cn1cnc([N+](=O)[O-])c1Oc1cccc2ccccc12	0.9	i	i
49	O=C(NCC(=O)N(CC1CCCO1)C(C(=O)NC1CCCC1)c1ccc(F)cc1)c1ccco1 (stereo not given)	1.6	i	i
50	Cc1ccccc1NC(=O)COC(=O)c1c[nH]c(=O)[nH]c1=O	-1.3	i	i
51	O=C(NCc1ccc2c(c1)OCO2)C1CCN(c2ncccn2)CC1	-2.1	i	i
52	CCCCCSc1nc2c(c(=O)[nH]c(=O)n2C)n1CC	-1.3	i	i
53	N#Cc1c(Nc2ccccc2)c(C=NCCN2CCOCC2)c[nH]c1=O	0.2	i	i
54	CCOc1ccc(NC(=O)c2ccc(C#CC(C)(C)O)cc2)cc1	-1.8	i	i
55	O=C1CC(NS(=O)(=O)c2ccc([N+](=O)[O-])cc2)CN1c1ccc2c(c1)OCCO2 (stereo not given)	-0.7	i	i
56	Cn1c(N)c(C(=O)COC(=O)c2ccc(S(=O)(=O)N3CCCCC3)cc2)c(=O)n(C)c1=O	0.0	i	i
57	COc1cc(C(=O)NCc2cc3cc(Cl)ccc3n2C)cc(OC)c1OC	-0.5	i	i
58	COC(=O)c1[nH]c2c(c1C(=O)OC)CCc1ccccc1-2	1.0	i	i
59	O=C(NCc1cc(Br)cc(Br)c1OC(=O)c1ccccc1[N+](=O)[O-])c1ccccc1	-0.1	i	i
60	CCOC(=O)NC(=S)Nc1c(C)n(C)n(-c2ccccc2)c1=O	-1.9	i	i
61	Cc1cc(C)n2[nH]c(=O)c(N=Nc3ccccc3)c2n1	-0.3	i	i
62	CNC[C@H](O)c1ccc(O)c(O)c1	-1.0	i	i
63	CCOC(=O)c1sc(=NC(=O)c2ccco2)n(C)c1C	0.2	i	i
64	COC(=O)c1ccccc1NC(=O)CCCN1C(=O)C(c2ccccc2)Oc2cccnc21 (stereo not given)	-1.3	i	i
65	CN(C)/C=N/C(=S)Nc1ccccc1F	-1.1	i	i
66	C=CCn1c(=O)c2c(nc3n2CCCN3Cc2ccccc2)n(C)c1=O	3.2	i	i
67	COCCNC(=O)NC(=O)CN1CCN(C(c2ccccc2)c2ccccc2)CC1	-1.8	i	i
68	Cc1[nH]c2ccccc2c1C(=O)C(=O)NCCCc1ccccc1	0.9	i	i
69	c1ccc(-c2cc(-c3nnc4sc(-c5ccccn5)nn34)[nH]n2)cc1	0.3	i	i
70	O=C(CNCCc1ccc(F)cc1)Nc1cc(F)ccc1F	0.8	i	i
71	O=C(NCc1ccccc1)c1cc(-c2cccs2)on1	-2.0	i	i
72	Cc1nc2ccccn2c1-c1nnco1	0.7	i	i
73	COc1ccc(NC(=O)N2CCCC2C(=O)Nc2ccc(C)cc2C)cc1 (stereo not given)	-1.0	i	i
74	CC1(C)C(=O)C2(C(=O)NCc3ccccc3)CCC1C2 (stereo not given)	-0.7	i	i
75	O=C(CSc1nc2ncc(Br)cc2[nH]1)Nc1ccccc1-c1ccccc1	-0.7	i	i
76	C=CCOC(=O)C1=C(C)NC(SCC(N)=O)=C(C#N)C1c1cccs1 (stereo not given)	-0.3	i	i
77	CCOC(=O)c1cc2n(n1)C(C(F)(F)C(F)(F)F)CC(C)N2 (stereo not given)	-1.0	i	i
78	O=C1ON=C(c2cccc([N+](=O)[O-])c2)/C1=C/c1ccc(O)cc1	1.0	i	i
79	Cc1ccc(NC(=O)CSCC(=O)NCCc2ccccc2)cc1	-0.6	i	i
80	Cc1ccc(NC(=S)N2CCC(c3ccccc3)C2)c(Cl)c1 (stereo not given)	0.6	i	i

Following part.
No.	structure	STK33 inh	CHT allo act	CHT block
81	CC1(C)Cc2ccccc2C(=O)N1	-3.6	i	i
82	Cc1nn(C)c(C(=O)NNC(=S)NCc2ccco2)c1Cl	-1.7	i	i
83	CCOC(=O)Nc1ccc2c(c1)N(C(=O)CN1CCN(C)CC1)c1ccccc1CC2	0.2	i	i
84	O=S(=O)(Nc1ccc(Br)cc1)c1cccc2nonc12	-0.8	i	i
85	COc1ccc(-c2c(C#N)c(N)nc(Sc3ccc(Cl)cc3)c2C#N)cc1	0.1	i	i
86	CN(CCCC1CCCC1)C(=O)CC1C(=O)NCCN1Cc1cccc(F)c1F (stereo not given)	0.3	i	i
87	COc1ccc(/C=C2\SC(c3ccc(C)cc3)=NC2=O)cc1OC	-0.8	i	i
88	Cc1ccc2[nH]c(=O)c(CN(CCO)C(=O)N(C)C)cc2c1	-0.4	i	i
89	Cc1nnnn1/C(=C\c1ccccc1)C(=O)OCC(=O)Nc1ccc(Cl)cc1F	-0.2	i	i
90	Clc1cccc2c1Sc1ccccc1CC2N1CCNCC1 (stereo not given)	1.7	i	i
91	CC(c1nccs1)N(C)c1nc2nonc2nc1N(C)C (stereo not given)	-2.9	i	i
92	Cc1ccc(N2C(=O)[C@@H]3C(C(=O)C(c4ccccc4)c4ccccc4)=NN[C@@H]3C2=O)cc1	-1.5	i	i
93	O=C(CN1CCN(Cc2ccc(Cl)cc2)CC1)N/N=C/c1c[nH]c2ccccc12	-0.5	i	i
94	COc1cccc(C(=O)c2cc3cc(Cl)ccc3[nH]2)c1	nt	i	i
95	C=CCNC(=S)NNC(=O)Cn1c(-c2ccccc2)cc(=O)n2ncnc12	0.2	i	i
96	O=S(=O)(c1ccccc1Cl)N1CCCC1c1nc(-c2ccccc2Cl)no1 (stereo not given)	-1.2	i	i
97	CC1CC(CC(C)C(=O)NC(=S)Nc2ccc(S(N)(=O)=O)cc2)C(=O)O1 (stereo not given)	0.2	i	i
98	COc1ccc2ncc(S(=O)(=O)c3ccccc3)c(N3CCC4(CC3)OCCO4)c2c1	1.3	i	-5.86*
99	c1ccc(CSc2nnc(-c3ccco3)n2Cc2ccco2)cc1	-0.1	i	i
100	COCCSc1nnc(NC(=O)COC)s1	-0.6	i	i
101	Cc1c(Cl)c([N+](=O)[O-])nn1CC(=O)NCC1CCCO1 (stereo not given)	0.4	i	i
102	O=C(COC(=O)c1cccs1)Nc1ccccc1Cl	0.7	i	i
103	CC(C)(C)n1cnnc1Sc1ccc([N+](=O)[O-])cn1	-4.6	i	i
104	O=C1SC(SCc2ccccc2Cl)=N/C1=C\c1ccc(C(=O)O)cc1	-1.9	i	i
105	O=C(Nc1cccc(F)c1)c1cccc2c1C(=O)N(C1CCCCC1)C2	-1.2	i	i
106	CC(=O)N/C(=N/c1nc(C)cc(C)n1)Nc1ccc(C)cc1C	0.4	i	i
107	COc1ccc([N+](=O)[O-])c(S(=O)(=O)c2ccc(Cl)cc2)n1	6.9	i	-6.59*
108	Cc1cc(C)cc(NC(=S)N2CCC(c3nc4ccccc4s3)CC2)c1	-2.1	i	i
109	CCOC(=O)COc1ccc(/C=C2/SC(=Nc3ccccc3)N(Cc3cccnc3)C2=O)cc1OC	-0.3	i	i
110	Oc1c(N=NC(=S)Nc2ccccc2F)c2ccccc2n1Cc1ccc(F)cc1	-1.4	i	i
111	CC(=O)Nc1ccc2oc(-c3ccccc3)nc2c1	-1.2	i	i
112	O=C(Nc1ccc(OC(F)(F)F)cc1)c1ccc2nccnc2c1	-1.4	i	i
113	O=C(CSc1nc2ccccc2n1CC(=O)NCc1ccccc1)NCc1ccco1	0.1	i	i
114	Brc1ccccc1-c1nnc(CSc2nnc3sc4ccccc4n23)o1	-0.7	i	i
115	CC(=O)C1=C(O)C(=O)N(Cc2ccco2)C1c1ccccc1F (stereo not given)	-1.1	i	i

Source: PubChem BioAssay

The order is random, and some 1.5% of all compounds hit somewhere here.
